H69AR growth 86K = proliferation blockers of H69AR lung cancer cells, primary screen, cell-based, human, 86K library. hit rate 6% among 85,000. H69AR lung tumor viability, ATP luminescence, 72 h; active compounds read low. viability, % at 10 µM;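 active means viability at or below 40%; inactive means viability above 40%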;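 further: multidrug resistant small cell line overexpressing MRP-1 efflux transporter; 100% = mean luminescence of untreated control wells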
TNFa cytotox = cytotoxicity in TNFa-stimulated HUVEC, primary screen, cytotoxicity control for VCAM1 expression modulator project, imaging, Hoechst nuclei count | HUVEC TNFalpha-stimulated, Hoechst cell count | cell count reduction, % at 2 µM | hit rate 0.17% among 93,000 | AID 848, 2007;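 active means cell count reduction exceeding the screen mean by over 5 SD, scaled to untreated wells per plate, cut at about 78% in these data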;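 further: cells counted after 24 h of TNF alpha exposure following the 1 h pretreatment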
Lung fibro prol = antiproliferative effect on LL 47 fibroblasts – human, LL 47 cells, CellTiter-Glo luminescence, primary screen; LL 47 human lung fibroblast viability, ATP luminescence; active compounds read low; viability, % at 10 µM; hit rate 1.1% among 85,000; AID 719, 2007;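 active means viability at or below 50% in the single dose screen; inactive means viability above 50%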;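 further: compound exposure lasted 72 h before the ATP readout; 100% = median luminescence of untreated cell-only wells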
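Material: human LL 47 lung fibroblast cells; quantity: 1,150 cells/well; medium: IMEM plus 15% FBS; doses: 0.1% DMSO in all compound wells; timing: overnight attachment after seeding, then 72 h compound exposure at 37 °C; detection: CellTiter-Glo luminescence; measure: % viability of median cell-only signal; controls: cell-only wells, no compound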
Smad3 inh = Smad3/FoxH1 peptide binding inhibitors, primary screen, biochemical, TR-FRET. TR-FRET Smad3/Dy647-FoxH1 peptide binding, europium anti-His. inhibition, % at 25 µM. Mothers against decapentaplegic homolog 3 (Homo sapiens), P84022. hit rate 0.29% among 88,000;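 active means compounds that reduce the energy-transfer binding signal between the protein and its labelled peptide by more than half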;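 further: 0% = Smad3 plus labelled peptide maximal FRET and 100% = peptide-only background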
Target sequence (P84022 whole entry, looked up): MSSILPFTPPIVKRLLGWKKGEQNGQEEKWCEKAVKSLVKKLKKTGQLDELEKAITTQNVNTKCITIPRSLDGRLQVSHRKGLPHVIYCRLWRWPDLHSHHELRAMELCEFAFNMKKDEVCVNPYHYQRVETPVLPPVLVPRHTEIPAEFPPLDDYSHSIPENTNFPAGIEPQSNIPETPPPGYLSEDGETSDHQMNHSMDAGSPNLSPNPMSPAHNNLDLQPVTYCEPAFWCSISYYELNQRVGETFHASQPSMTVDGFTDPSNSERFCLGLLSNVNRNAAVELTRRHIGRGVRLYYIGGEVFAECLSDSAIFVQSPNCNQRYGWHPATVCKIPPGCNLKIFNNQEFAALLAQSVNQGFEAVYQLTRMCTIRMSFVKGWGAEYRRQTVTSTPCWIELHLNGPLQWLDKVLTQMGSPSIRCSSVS
HUVEC tox IL1B = cytotoxicity in IL-1B stimulated HUVEC, primary screen, cytotoxicity control for IL-1B NFkB translocation project, imaging, Hoechst nuclear count, IL-1B stimulus; cell count reduction, % at 2 µM; HUVEC cell count loss; hit rate 0.41% among 94,000; AID 845, 2007;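 active means cell count reduction more than 3 SD above the screen-wide mean, cut at about 70% in these data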;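 further: normalized per plate to untreated control cells as the no-loss baseline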
VCAM1 TNFa inh = inhibitors of TNFa-induced VCAM1 expression, primary screen, imaging, HUVEC, TNFa stimulus, immunofluorescence; HUVEC TNFa-induced VCAM-1 immunofluorescence, high-content imaging; inhibition, % at 2 µM; hit rate 0.48% among 95,000; AID 802, 2007;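 active means inhibition above the batch mean plus 3 SD, with images confirmed as a hit by eye, cut at about 37% in these data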;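 further: 0% = TNF-stimulated DMSO wells and 100% = unstimulated control wells; not every result past the cut was called active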
HUVEC inhibit = inhibitors of HUVEC proliferation, primary screen, cell-based, 384-well. AID 648, 2007. CellTiter-Glo luminescence, 72 h; active compounds read low. hit rate 1.1% among 86,000. viability, % at 10 µM (by protocol);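 active means viability at or below 30%; inactive means viability above 30%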;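 further: 100% = median luminescence of DMSO-only cell control wells on each plate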
F-actin modifier = modifiers of F-actin cytoskeleton organization, primary screen, imaging, HUVEC, phalloidin staining, high-content imaging. HUVEC TNFa F-actin phalloidin imaging. inhibition, % at 2 µM. hit rate 0.18% among 91,000;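 active means inhibition above the batch mean plus 3 SD and confirmed as a hit by visual image inspection, cut at about 30% in these data, passing the limit was not always enough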; further: strong numbers were not always called active
PTK2B oligo ant = antagonists of Pyk2 self-association, primary screen, Q293 cells, FERM NanoBiT luminescence, HTS; active compounds read low; z-score (the deposit names both 25 µM and 10 µM); hit rate 0.83% among 99,000; AID 1347419, 2020;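 active means Z-score of -3 or lower, scaled per plate to the spread of control and sample wells; inactive means z-score above -3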;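 further: negative z-score means lost luminescence so less FERM oligomerization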
Numbers without * were called inactive; x = not tested or not shown; [ ] = remark or other dose. Only part of the results is shown; count on the stated rates, not on these rows.

Start of the listing, in advance (five entries):
SMILES	H69AR growth 86K	TNFa cytotox	Lung fibro prol	Smad3 inh	HUVEC tox IL1B	VCAM1 TNFa inh	HUVEC inhibit	F-actin modifier	PTK2B oligo ant
Cc1cc([N+](=O)[O-])ccc1-c1ccc(C2Nc3ccccc3C(=O)N2O)o1 (stereo not drawn)	x	-3.1	x	x	0.0	9.7	x	15.5	-0.51
O=c1cc(CSc2nnc(Nc3ccccc3)s2)nc2sccn12	x	-14.7	x	x	4.1	-8.5	x	-8.7	0.26
COc1ccc(N2C(=O)C(Cl)=C(N(CCO)Cc3ccccc3)C2=O)cc1	x	-46.5	95.4	1.0	-45.6	26.0	92.2	x	-0.53
CCOc1ccc(C(C)(C)C)cc1S(=O)(=O)N1CC(C)OC(C)C1 (stereo not drawn)	93.2	7.8	93.7	7.6	7.3	-21.0	105.4	14.8	-1.53
Oc1ccc2ccccc2c1/C=N/Nc1nnc(-c2ncc[nH]2)c2ccccc12	x	-6.0	x	x	29.1	26.9	x	1.4	-0.68

The whole of this part, from the first entry:
SMILES	H69AR growth 86K	TNFa cytotox	Lung fibro prol	Smad3 inh	HUVEC tox IL1B	VCAM1 TNFa inh	HUVEC inhibit	F-actin modifier	PTK2B oligo ant
Cc1cc([N+](=O)[O-])ccc1-c1ccc(C2Nc3ccccc3C(=O)N2O)o1 (stereo not drawn)	x	-3.1	x	x	0.0	9.7	x	15.5	-0.51
O=c1cc(CSc2nnc(Nc3ccccc3)s2)nc2sccn12	x	-14.7	x	x	4.1	-8.5	x	-8.7	0.26
COc1ccc(N2C(=O)C(Cl)=C(N(CCO)Cc3ccccc3)C2=O)cc1	x	-46.5	95.4	1.0	-45.6	26.0	92.2	x	-0.53
CCOc1ccc(C(C)(C)C)cc1S(=O)(=O)N1CC(C)OC(C)C1 (stereo not drawn)	93.2	7.8	93.7	7.6	7.3	-21.0	105.4	14.8	-1.53
Oc1ccc2ccccc2c1/C=N/Nc1nnc(-c2ncc[nH]2)c2ccccc12	x	-6.0	x	x	29.1	26.9	x	1.4	-0.68
Cc1ccc(C)c(S(=O)(=O)Nc2ccc3sc(C)nc3c2)c1	41.2	-27.8	101.3	3.7	-37.3	-31.4	88.4	7.5	-2.39
O=C(COc1ccc(S(=O)(=O)NC2CCCCC2)cc1)NCC1CCCO1 (stereo not drawn)	88.5	-13.5	107.5	-2.5	-32.3	-12.0	110.9	12.1	0.38
CC(C)OCCCNC(=O)c1ccc(NS(C)(=O)=O)cc1	x	7.2	100.9	-2.3	-116.7	5.5	96.2	0.0	-0.93
CCCc1[nH]c(=O)c(C#N)c2c1COC(C)(C)C2	98.2	-22.2	95.8	3.1	-10.0	-4.9	73.8	x	-0.52
COc1cccc(N(CC(=O)N2CCN(c3ccccc3OC)CC2)S(C)(=O)=O)c1	93.8	-36.5	101.1	-3.4	-44.7	1.3	93.9	10.9	0.82
COc1cc(SC)ccc1C(=O)Nc1ccc(S(=O)(=O)N2CCCC2)cc1	69.5	x	74.1	-1.7[fluorescence artefact?]	x	x	104.1	x	-0.91
CCOc1cccc(-c2cc(-c3n[nH]c(=S)n3CC)c3ccccc3n2)c1	x	-18.4	x	x	35.6	19.3	x	-4.3	-0.7
CCNc1nc(N)c(C(=O)c2ccc(Cl)s2)s1	28.5*	-44.1	83.1	-2.2	-34.4	-8.3	68.7	-1.7	-0.47
CCOC(=O)N1CCN(C(=O)/C(=C/c2ccccc2OC)NC(=O)c2ccccc2)CC1	x	-22.5	x	x	-27.4	-1.6	x	1.7	0.74
CCN1CCCC1CNC(=O)c1cn(CC)c2ccc(S(=O)(=O)N3CCCCCC3)cc2c1=O (stereo not drawn)	69.8	11.5	91.6	-0.5	8.2	14.9	82.9	1.0	x
Cc1cc(C)c2c(c1)NC(=O)C2(O)CC(=O)c1cccs1 (stereo not drawn)	94.9	-13.2	103.1	3.6	5.6	-19.4	103.0	9.4	1.09
COc1ccc(C(=O)NCc2nnc(SCC(=O)N3CCC(C)CC3)o2)cc1OC	85.9	-26.7	97.1	5.4	6.3	-5.0	109.4	-16.7	1.51
S=C(c1ccc2c(c1)OCO2)N1CCCCC1	94.5	20.5	101.3	15.3[fluorescence artefact?]	7.5	12.5	99.2	x	0.42
CCOC(=O)C1C(=O)N(C(=O)c2cncc(Br)c2)CC1c1ccccc1 (stereo not drawn)	101.6	18.9	99.5	6.8	x	11.8	90.8	1.7	0.08
Cc1ccc(NC2=CC(=O)C(=O)c3ccccc32)cc1	3.4*	-29.2	7.3*	47.5[fluorescence artefact?]	-24.7	10.9	6.5*	1.5	-1.91
O=C(CSCc1c(Cl)cccc1Cl)NCc1cccnc1	x	2.0	x	x	19.3	1.2	x	-1.3	0.14
C=CCOc1ccc(/C=C/C(C)=N\O)cc1	44.0	19.7	103.8	0.9	-5.8	20.8	91.1	9.3	-1.12
Cc1cc(C(=O)Nc2ccccc2C#N)n(-c2ccccc2)n1	91.0	-3.1	96.9	9.9	-30.8	6.8	109.9	-7.6	x
O=S(=O)(O)c1nnc2sc3ccccc3n12	91.3	-21.5	102.1	11.9	-51.8	15.0	88.9	-62.6	2.15
Nc1nnc(CSCc2ccccc2)s1	x	-8.9	x	x	-29.8	0.3	x	-32.5	-0.27

Following part
SMILES	H69AR growth 86K	TNFa cytotox	Lung fibro prol	Smad3 inh	HUVEC tox IL1B	VCAM1 TNFa inh	HUVEC inhibit	F-actin modifier	PTK2B oligo ant
CC(C)CN(C(=O)CSc1nnc2c(Cl)cc(C(F)(F)F)cn12)C1CCS(=O)(=O)C1 (stereo not drawn)	104.6	-1.7	94.8	4.0	-5.4	-6.3	89.0	-44.9	0.65
NS(=O)(=O)c1cc2c(cc1Cl)NC(C(Cl)Cl)NS2(=O)=O (stereo not drawn)	95.1	x	89.5	1.2	x	x	94.2	x	x
O=C(/C=C/c1ccccc1)CC(O)(c1ccccc1)C(F)(F)C(F)F (stereo not drawn)	1.3*	-13.3	32.5*	-5.7	3.9	8.9	5.3*	-1.1	-2.87
Cc1ccc(-n2nc3cc(Cl)c(NC(=O)c4ccco4)cc3n2)cc1	100.0	-1.6	73.7	-102.3	9.6	5.8	96.0	2.5	-0.17
Cc1cccc(OCCc2nnc(N)s2)c1C	102.5	-15.9	89.3	3.7	-25.2	-5.0	94.7	-4.0	2.02
Cc1nc(NCCN2CCOCC2)c2oc3ccccc3c2n1	82.0	-39.9	106.5	-9.3	-26.9	-4.8	93.6	24.5	0.14
Cc1cc(C)n(CC(O)Cn2c3ccc(Cl)cc3c3cc(Cl)ccc32)c(=O)n1 (stereo not drawn)	59.5	-9.9	90.5	-1.3	1.6	-2.2	50.8	1.9	-1.39
CN(C)Cc1c(O)ccc2occ(C(O)c3ccccc3)c12 (stereo not drawn)	94.1	-4.9	94.5	11.9	-19.1	2.7	98.5	0.1	0.05
O=c1c(-c2ccccc2)c(O)c2cccc3c2n1CCC3	x	16.3	x	x	x	-8.0	x	-1.8	-0.21
COC(=O)C1=C(C)Nc2ncnn2C1c1ccc(OC(=O)c2ccccc2)cc1 (stereo not drawn)	79.0	-16.4	87.6	4.5	-13.9	-6.2	71.5	-43.2	0
O=C(Nc1ccc2nn(-c3ccccc3)nc2c1)c1ccco1	89.3	-9.0	89.7	5.9	-28.1	-8.4	91.1	4.3	-1.31
C=CCC(NCCCO)c1cccc(OC)c1OC (stereo not drawn)	75.3	-30.8	111.8	-1.1	-27.4	0.8	89.8	-10.4	1.3
Cc1nc2ncnn2c(C)c1CCC(=O)N1CCOCC1	89.1	-21.9	102.6	-11.5	-4.4	8.2	100.6	39.7	1.24
COCc1cc(Sc2ccc(Cl)cc2)nc(-c2ccccc2)n1	x	-3.3	x	x	4.9	-10.1	x	10.6	1.75
COc1ccc(N2C(=O)C3CCCN3C2c2ccc(C)o2)cc1Cl (stereo not drawn)	80.7	-13.8	97.1	4.8	-9.5	7.0	89.1	-3.3	0.66
CCCn1nnnc1SCC(=O)c1ccc(NC(C)=O)cc1	92.6	-11.1	103.1	-8.3	-7.5	-2.6	97.7	15.9	0.93
CN(C)CCCNCCCCNC(=O)/C=N/O	72.3	-17.4	101.0	-3.7	x	7.5	99.3	10.4	-0.62
Cc1cc(C)c(C)c(S(=O)(=O)N2CCN(C(=O)c3cc(=O)[nH]c4ccccc34)CC2)c1C	11.7*	21.4	91.7	-5.6	-4.1	-8.2	65.5	-48.6	-2.26
COc1ccc(OCCc2nnc(N)s2)cc1	98.4	-14.2	99.6	-2.6	-1.2	13.4	102.0	-7.0	0.75
O=C(O)c1ccccc1SCc1ccc2c(c1)OCO2	88.5	13.4	94.3	-9.8	5.2	-2.1	96.4	-11.2	0.89
O=C(NCc1ccccc1)c1cnc(-c2ccccn2)nc1C(F)(F)F	100.4	-20.2	103.5	13.6	7.0	1.0	91.6	4.0	0.26
CN1/C(=C\P(=O)(N(C)C)N(C)C)C(C)(C)c2ccccc21	104.6	-7.0	108.1	3.1	-8.7	8.8	115.5	-10.7	0.78
CCC(=O)Nc1nc2c(s1)COc1ccccc1-2	84.1	-19.3	84.0	-1.3	6.6	12.2	94.9	3.0	x
COc1ccc(CCN2C(=O)C(O)=C(C(C)=O)C2c2ccccc2OC)cc1OC (stereo not drawn)	88.9	-12.1	97.0	6.5	9.1	9.8	101.9	-9.7	0.19
CCOc1ccc(C2OC(=O)Cc3cc(OC)c(OC)cc32)cc1 (stereo not drawn)	x	-2.7	x	x	-3.7	4.1	x	9.1	-1.05

(listing goes on)
SMILES	H69AR growth 86K	TNFa cytotox	Lung fibro prol	Smad3 inh	HUVEC tox IL1B	VCAM1 TNFa inh	HUVEC inhibit	F-actin modifier	PTK2B oligo ant
Cc1ccc(NC(=O)CN(C)C(=O)CSc2nc3ccccc3c(=O)n2Cc2ccco2)cc1	69.6	-12.9	85.0	2.8	-9.3	9.7	76.7	13.1	-0.55
Cc1ccc(S(=O)(=O)NC2=NCN(C3CCCCC3)CN2)cc1	95.1	-11.4	102.1	9.0	-53.3	11.0	97.0	-42.0	0.63
Cc1ccc2c(c1)C(C)CC(C)(C)N2C(=O)NC1CCCCC1 (stereo not drawn)	75.1	-5.8	100.9	-29.6	-7.1	6.5	90.4	9.0	0.77
Cc1cc(N2C(=O)C(=O)/C(=C(/O)c3ccc(F)cc3)C2c2ccc(F)cc2)no1 (stereo not drawn)	99.6	-6.8	96.7	1.0	-9.0	-6.2	93.4	-0.8	-1.25
CN(C)S(=O)(=O)c1cccc(C(=O)NC2CCCc3ccccc32)c1 (stereo not drawn)	99.7	-14.3	82.8	-3.9	-75.8	-10.1	84.7	-0.9	-0.17
CCCn1c(=O)c2ccccc2n2c(SCC(=O)c3ccc(F)cc3)nnc12	72.1	x	100.2	-8.4	x	x	111.0	x	x
CCOC(=O)CC(=O)Nc1ccc(Br)cc1C(=O)O	84.9	-13.4	94.8	8.6	-16.6	-2.5	89.1	-27.3	-0.25
Nc1ccc2nc(-c3cccs3)[nH]c2c1	21.6*	-12.5	86.8	10.3	-19.2	-10.3	71.3	-10.3	-0.06
O=C(O)C1CCCN1C(=O)Oc1ccccc1 (stereo not drawn)	96.2	-16.7	102.5	7.8	21.3	15.4	93.6	-3.6	0.86
